LEDGF integ inh: blocks HIV-1 LEDGF/p75-dependent DNA integration | TR-FRET IN-LEDGF/p75 DNA integration, Eu/Cy5 | inhibition, % at 3.7 µM | 370,000 compounds, 0.64% hits;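 active = inhibition above the screen-wide mean plus 3 SD, cut at about 13% in these data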;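 also: signal is the Cy5 over europium emission ratio at 671 and 618 nm; 0% = plate median of compound wells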
rCAG RNA binder: r(CAG) repeat RNA binding; 370,000 compounds, 1.3% hits; AID 651821; inhibition, % at 3 µM; TO-PRO-1 dye displacement fluorescence;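 active = inhibition above the plate cutoff, the mean of all test compounds on that plate plus 3 SD, cut at about 35% in these data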;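 also: 0% = DMSO alone and 100% = 100 µM mitoxantrone as full dye displacement; higher means more dye released from RNA so lower well fluorescence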
TDP2 inh: TDP2 (human) inhibition, absorbance primary screen. AID 720702. inhibition, % at 12.8 µM. recombinant TDP2, T5PNP hydrolysis, p-nitrophenol absorbance 415 nm. 370,000 compounds, 0.34% hits;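 active = inhibition above the mean of all tested compounds plus 3 SD, set per campaign, cut at about 25% in these data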;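 also: 0% = DMSO with enzyme and 100% = buffer with substrate but no TDP2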
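test system = human TDP2 enzyme | input = TDP2 enzyme at 120 nM final | medium = 50 mM Tris-HCl pH 7.5 with Mg2+, KCl, DTT, BSA | also added = T5PNP substrate, 5 mM | times = 2 h at 37 °C | technique = epi absorbance | benchmarks = high control without enzyme, low control DMSO plus TDP2 | replication = each compound tested once, singlicate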
SIAE inh: blocks human sialic acid acetylesterase | Q9HAT2 | SIAE FP-Rh probe binding, fluorescence polarization | inhibition, % at 9.66 µM | 370,000 compounds, 0.69% hits | AID 1053197;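 active = inhibition above a cutoff: mean of compounds within the control limits plus 3 SD of those, cut at about 17% in these data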;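 also: 0% = plate median of compound wells and 100% = probe without SIAE protein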
NPR2 activator: GC-B (human) receptor activation; AID 1920062; HEK293-GC-B cells, CNP EC30, cGMP TR-FRET; 0% at EC30 CNP, 100% saturating CNP; 370,000 compounds, 0.11% hits; activation, % at 10 µM;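 active = activation at 10 µM reaching about 35% in either raw or pattern-adjusted values, limit read from the data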
PRMT1 inh: PRMT1 (human) inhibition, primary screen | AID 652257 | 370,000 compounds, 1.3% hits | recombinant PRMT1, activity-based probe fluorescence polarization | inhibition, % at 2.79 µM | Q99873;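 active = inhibition above about 21% made by adding two undisclosed values, limit read from the data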
MBD2 DNA inh: inhibitors of human MBD2 binding to methylated oligonucleotide; Q9UBB5; TR-FRET; inhibition, % at 4.4 µM; 370,000 compounds, 0.31% hits; AID 686964; in the data active = inhibition above about 13%
mABHD4 FP: inhibitors of mouse ABHD4. Q8VD66. purified mABHD4, FP-Rh probe fluorescence polarization. inhibition, % at 8.92 µM. 370,000 compounds, 0.54% hits;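 active = inhibition exceeding the mean over every tested compound plus 3 SD, cut at about 30% in these data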;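 also: 0% = plate median of compound wells and 100% = S159A mutant with DMSO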
Target sequence (Q8VD66 whole entry, looked up): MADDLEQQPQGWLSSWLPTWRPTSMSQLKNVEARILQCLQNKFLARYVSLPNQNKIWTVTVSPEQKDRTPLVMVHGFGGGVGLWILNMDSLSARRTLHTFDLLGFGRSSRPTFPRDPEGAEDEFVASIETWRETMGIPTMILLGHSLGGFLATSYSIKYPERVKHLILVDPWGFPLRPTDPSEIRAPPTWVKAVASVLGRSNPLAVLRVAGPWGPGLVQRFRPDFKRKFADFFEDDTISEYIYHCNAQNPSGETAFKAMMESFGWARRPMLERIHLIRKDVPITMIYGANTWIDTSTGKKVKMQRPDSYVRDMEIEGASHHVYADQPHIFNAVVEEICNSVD
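assay system = mABHD4 protein | compound dosing = single nominal dose of 8.92 µM, 0.89% DMSO final | read-out basis = percent inhibition of probe binding, normalized to plate controls | schedule = Enzyme–compound pre-incubation 45 min, then probe 60 min, both 25 °C | detection = fluorescence polarization, excitation 525 nm, emission 598 nm, BODIPY TMR filters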
HTRA1 inhibitor: HTRA1 (human) protease inhibition; Q92743; recombinant HTRA1, FP-rhodamine activity-based probe, fluorescence polarization; inhibition, % at 5.96 µM; 340,000 compounds, 0.5% hits; in the data active = inhibition above about 36%;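 also: 0% = enzyme with DMSO and 100% = wells lacking enzyme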
Target sequence (Q92743 whole entry, looked up): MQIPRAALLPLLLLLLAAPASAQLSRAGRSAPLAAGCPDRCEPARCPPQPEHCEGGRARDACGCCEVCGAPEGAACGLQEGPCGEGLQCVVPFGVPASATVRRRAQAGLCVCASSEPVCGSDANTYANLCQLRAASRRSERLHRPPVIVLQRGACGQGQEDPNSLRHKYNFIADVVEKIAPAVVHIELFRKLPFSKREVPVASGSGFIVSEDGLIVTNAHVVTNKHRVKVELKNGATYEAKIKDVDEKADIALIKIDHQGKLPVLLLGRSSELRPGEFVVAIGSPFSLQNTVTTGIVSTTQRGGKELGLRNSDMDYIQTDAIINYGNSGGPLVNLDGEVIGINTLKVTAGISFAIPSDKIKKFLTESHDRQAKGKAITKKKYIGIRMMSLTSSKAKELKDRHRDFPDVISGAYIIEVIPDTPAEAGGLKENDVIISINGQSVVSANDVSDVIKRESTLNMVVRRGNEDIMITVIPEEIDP
TCR-CD3 inh: blocks the human TCR-CD3 interaction | TAMRA-labeled TCR probe fluorescence, biochemical | inhibition, % at 9.4 µM | 360,000 compounds, 0.37% hits | AID 651800; in the data active = inhibition above about 19%;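 also: recombinant mutant TCR 2C K166C tagged with TAMRA read by polarization; 0% = receptor in buffer alone and 100% = receptor with positive control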
* marks the source's active call; other numbers are inactive results; / = no result given. This is a subset; count on the stated rates, not on these rows.

Molecule,LEDGF integ inh,rCAG RNA binder,TDP2 inh,SIAE inh,NPR2 activator,PRMT1 inh,MBD2 DNA inh,mABHD4 FP,HTRA1 inhibitor,TCR-CD3 inh
COc1ccccc1N1CCN(CC(O)COc2ccc3c(c2)OCO3)CC1 (stereo not given),3,-7,11,1,-4,-2,-1,-4,2,5
Nc1nccnc1C(=O)OCC(=O)NCCc1ccc(Cl)cc1,0,6,-14,-1,0,-2,-4,4,1,1
O=C(c1ccccc1)c1cc2ccccc2oc1=O,3,2,-15,-4,-3,-5,-1,-6,-9,-4
COc1ccccc1C(=O)NC(=S)Nc1cccnc1Cl,-2,5,2,-11,-4,10,1,1,-21,5
CC(CN1CCOCC1)OC(=O)c1cccc(Br)c1 (stereo not given),12,-1,-11,-6,-10,-1,4,-13,0,6
O=C(/C=C/c1ccc(Br)o1)NCCCN1CCOCC1,-3,1,0,9,3,2,2,-3,-7,-4
CCOc1ccccc1N(C)C(=O)CCS(=O)(=O)c1ccc2c(c1)NC(=O)CO2,-8,-4,-5,4,-5,1,1,4,4,-3
O=C(Nc1cc(Cl)ccc1O)C1CCCO1 (stereo not given),-2,1,-7,-1,3,2,6,10,-5,0
COc1cc(-c2c(-c3cc(OC)c(OC)c(OC)c3)noc2C)ccc1F,2,-6,1,-3,-22,0,2,1,/,-1
C[C@@H]1CN([C@H](C)CO)C(=O)CCCn2cc(nn2)CO[C@H]1CN(C)S(=O)(=O)c1ccc(F)cc1,-2,1,8,-2,-3,1,-1,6,/,0
CCOC(=O)C1(Cc2ccccc2Cl)CCN(C(=O)c2cc(C)on2)CC1,-2,-7,4,4,-2,1,2,-2,1,2
Cc1cc(OCC(=O)NCC2CCC(C(=O)O)CC2)c2c(C)c(C)c(=O)oc2c1 (stereo not given),-1,2,-3,1,-8,-5,1,2,4,2
Cc1c(Cl)cccc1NC(=O)C1CC2CCC1C2 (stereo not given),3,1,-23,-12,-5,-5,-9,-12,/,6
O=C(COc1ccc(Cl)cc1)N1CCN(S(=O)(=O)c2cc(F)ccc2F)CC1,0,4,1,2,-4,2,5,2,-7,-7
C=CCOC(=O)C(=O)/C=C/c1coc2ccccc2c1=O,2,-21,4,-2,-8,7,0,6,-7,3
CCc1nc2c(OCc3cccc(OC)c3)cccn2c1N(C)C(=O)c1ccccc1F,-2,2,-2,1,2,7,26*,-1,/,-4
COc1ccccc1C(c1nnnn1C(C)C)N1CCN(C(=O)c2ccco2)CC1 (stereo not given),1,-1,-13,-5,1,2,-7,3,-9,4
COc1ccc(C)cc1Nc1nc(N)c2ccccc2n1,-1,5,-8,8,-14,-2,-1,2,1,0
COC(=O)c1cn(C(=O)c2cc(C)cc(C)c2)c2ccccc12,-10,-1,-2,-6,0,1,2,-1,1,0
CC(C)N(Cc1ccccc1)C(=O)CCS(=O)(=O)c1ccc2c(c1)oc(=O)n2C,0,-1,1,1,2,22*,-2,2,12,1
COCCCN1Cc2cccc(C(=O)O)c2C1=O,2,1,2,-2,-3,1,-2,6,3,1
O=S1(=O)CC/C(=N\Nc2ccc(F)cc2)c2ccsc21,-4,4,2,-2,-3,5,0,5,4,0
CN1CCN(NC(=O)c2ccc(Cl)cc2Cl)CC1,0,-2,2,8,1,0,0,0,-2,-3
COc1ccccc1NC(=O)CC1C(=O)NCCN1C(=O)Nc1ccccc1 (stereo not given),0,1,-2,3,1,0,1,-1,3,6
COc1cccc(OC)c1-c1nn2c(-c3ccco3)nnc2s1,-3,5,-7,-5,-1,11,3,-3,-13,-1
Cc1oc(-c2ccccc2)nc1C(=O)Nc1nccs1,5,4,-4,2,0,2,4,-8,-1,3
COc1ccc(NC(=S)NC2CCN(Cc3ccccc3)CC2)cc1OC,-2,-4,-4,3,1,3,4,-6,1,-9
COC(=O)C1CCN(C(=O)CN2C(=O)NC(CCc3ccccc3)C2=O)CC1 (stereo not given),-4,-6,7,-1,1,3,4,-1,3,0
OCC1OC(Oc2cccc3ccccc23)C(O)C(O)C1O (stereo not given),-3,-3,-1,-3,3,2,3,-1,6,2
CCn1ccc2cc(OC)ccc2c1=S,-3,-1,-3,-3,-1,2,-3,-7,8,3

Remaining list, next part
Molecule,LEDGF integ inh,rCAG RNA binder,TDP2 inh,SIAE inh,NPR2 activator,PRMT1 inh,MBD2 DNA inh,mABHD4 FP,HTRA1 inhibitor,TCR-CD3 inh
O=C(CSc1nnc(CNC(=O)c2cccs2)o1)NCCc1ccccc1,-1,-2,-5,2,1,0,1,-1,1,5
Cc1noc(C)c1COc1ccccc1C(=O)NCCc1ccccc1,-2,-6,5,15,0,1,-1,6,-5,7
CC(C)C(C(=O)NC1CCCC1)N(Cc1ccco1)C(=O)CNS(=O)(=O)c1ccccc1 (stereo not given),2,1,0,-3,1,1,3,3,7,8
CCc1nc(SCc2cc(=O)[nH]c3ccccc23)c2c(C)c(C)sc2n1,-7,1,-5,3,4,4,2,1,1,-2
Cc1nn(-c2ccccc2)c2nc(=O)n(-c3ccccc3)cc12,2,-1,4,-4,0,0,-5,-2,6,7
CC1CCCN(C(=O)CN2C(=O)CSc3ccc(S(=O)(=O)N4CCOCC4)cc32)C1 (stereo not given),-2,-6,1,0,0,2,-2,1,4,3
CCOc1ccc(C2C(C#N)=C(N)N(N(C)C)C3=C2C(=O)CCC3)cc1 (stereo not given),2,-2,2,6,1,2,-2,9,-3,-2
O=C(COc1ccc(F)cc1Cl)Nc1cccc(S(=O)(=O)N2CCCCCC2)c1,-4,5,0,3,2,-1,-1,-4,-11,3
Cc1sc2ncnc(N3CCC(C(=O)NCC(=O)Nc4ccc(F)c(F)c4)CC3)c2c1C,-5,-1,-10,-6,6,3,3,-15,-21,-4
COC(=O)[C@]12C[C@H](CC(=O)N3CCN(C(=O)C4CC4)CC3)C(=O)N(Cc3ccc(Cl)cc3Cl)C1=C[C@H](COCc1ccccc1)O[C@@H]2C,-2,10,-7,-3,8,2,4,1,/,/
COc1ccc(CC(=O)OC(C)C(=O)c2ccc(C)cc2)cc1 (stereo not given),1,-4,-2,-4,0,2,-2,-6,-1,4
COc1cc(/C=C/C(=O)N2c3ccccc3Sc3ccc(C(F)(F)F)cc32)cc(OC)c1OC,0,2,4,-6,3,-3,-1,-5,-2,1
CC(C)(C)C1CCC(OC(=O)CN2CCCCC2)CC1 (stereo not given),-4,-4,-9,-3,3,6,1,-19,-2,-9
Cn1nc(C(=O)OCCN2C(=O)c3ccccc3C2=O)c2ccccc2c1=O,-4,0,12,2,-4,0,-2,-1,0,2
COc1ccc(C2=NCC(CSc3nccc(=O)[nH]3)S2)cc1 (stereo not given),-1,6,-13,-3,-4,-1,-5,1,-4,1
COC(=O)C1=C(C)NC2=C(C(=O)c3ccccc32)C1c1cccc(OC)c1 (stereo not given),3,3,-12,4,-6,3,1,21,3,-2
CN(CC(=O)Nc1ccc(F)c(F)c1F)C(=O)C1=NN(c2ccccc2)C(=O)CC1,0,10,3,2,2,-2,4,1,-1,3
O=C(Cc1cccs1)Nc1nnc(-c2ccccc2)s1,-5,3,-5,-4,4,3,1,1,0,-5
NS(=O)(=O)c1ccc(CCNc2ccnc3cc(Cl)ccc23)cc1,-1,1,-5,7,-2,0,1,8,2,5
Cc1c(NC(=S)NC(=O)c2cccc(Cl)c2)c(=O)n(-c2ccccc2)n1C,4,-2,-4,4,3,-3,2,-8,1,-9
CCN1CCCC1CNC(=O)Cn1nc(C)n2nc(-c3ccccc3)cc2c1=O (stereo not given),-1,1,-15,3,-2,0,1,9,-4,3
CC(C)[C@H](NC(=O)CC1CCCC1)C(=O)N1CCC[C@H]1C(=O)NCCc1ccccc1Cl,5,-3,1,-2,8,-5,-5,5,/,6
OC(CNCc1cccc(Br)c1)c1ccccc1 (stereo not given),-9,-5,-17,0,-21,3,5,3,4,-2
Cc1ccc(C(=O)c2cc3ccccc3o2)cc1,1,-1,-1,-1,-2,3,3,6,-11,-1
CC(=O)Nc1cccc2cc(S(=O)(=O)O)ccc12,-2,2,1,-2,-4,8,5,-8,/,-7
CCCCCCCCN1C(=O)[C@@H](CC(=O)NCCCN2CCCC2=O)C[C@@]2(C(=O)OC)C1=C[C@H](C(C)C)O[C@@H]2C1CC1,5,1,-1,-1,4,-4,1,-4,/,/
CSc1ncc(C(=O)Nc2cccc(S(N)(=O)=O)c2)n1-c1ccccc1,3,4,-8,1,3,-3,-1,1,-6,-3
Cn1sc(NC(=O)c2ccccc2Cl)nc1=O,-3,1,-4,-4,-3,6,-2,1,0,2
COc1ccc(/C=C2/SC(=S)N(CCC(=O)N3CCN(C)CC3)C2=O)cc1,-1,-1,9,8,-1,1,-6,-49,-18,-8
Cc1cccc(C(=O)N2CCCC(N3CCN(c4ccccc4)CC3)C2)n1 (stereo not given),4,-4,8,10,-1,-1,0,2,9,10

Continuation.
Molecule,LEDGF integ inh,rCAG RNA binder,TDP2 inh,SIAE inh,NPR2 activator,PRMT1 inh,MBD2 DNA inh,mABHD4 FP,HTRA1 inhibitor,TCR-CD3 inh
CCCCN(c1ccccc1)S(=O)(=O)c1cccc(C(=O)Nc2c(C)n(C)n(-c3ccccc3)c2=O)c1,1,1,-1,1,1,-2,-6,3,0,5
COc1ccc(NC(=O)CCc2nnc3ccc(NCc4ccc5c(c4)OCO5)nn23)cc1,1,2,-3,-4,-1,3,-1,-4,-8,5
NS(=O)(=O)c1ccc(CNC(=O)Cc2ccccc2[N+](=O)[O-])cc1,-3,3,3,8,-1,0,0,1,8,3
C=CCn1c(SCc2cccnc2)nnc1-c1ccncc1,1,-2,-10,-5,-4,-1,5,0,3,3
CCOC(=O)CNC(=O)c1ccc2[nH]c3ccccc3c2c1,2,-1,4,0,-1,0,-2,1,-8,-1
O=S(=O)(c1ccc(Br)cc1F)N1CC[C@H](O)C1,-4,0,11,8,-3,0,0,-1,0,2
Cc1cccc(C)c1N1CCN(S(=O)(=O)c2ccc(F)cc2)CC1,-2,-4,-13,-3,0,0,1,-4,-18,-2
COC(=O)c1sc2ccccc2c1C(=O)OC,0,-2,7,-2,2,-2,-4,0,-6,3
CC(=O)NNC(=S)NCCc1ccccc1,-4,-3,0,-3,2,5,3,1,0,-4

Two records picked at random from the list so far, as already listed:
Molecule,LEDGF integ inh,rCAG RNA binder,TDP2 inh,SIAE inh,NPR2 activator,PRMT1 inh,MBD2 DNA inh,mABHD4 FP,HTRA1 inhibitor,TCR-CD3 inh
CC(=O)NNC(=S)NCCc1ccccc1,-4,-3,0,-3,2,5,3,1,0,-4
NS(=O)(=O)c1ccc(CNC(=O)Cc2ccccc2[N+](=O)[O-])cc1,-3,3,3,8,-1,0,0,1,8,3

Assay outcomes from PubChem BioAssay.
